D2 antag – D2 dopamine receptor (human) antagonism | HEK293 TREx D2 cells, calcium flux, dopamine EC80 | inhibition, % at 10 µM | P14416 | 340,000 compounds, 2% hits | AID 485344; in the data active means inhibition above about 30%; further: 0% is about no effect
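Inhibition of EC80 dopamine-driven calcium flux, recorded kinetically, defines activity here; cells are a tetracycline-induced HEK293 T-REx line expressing force-coupled D2.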
TrxR1 substrate – is turned over as a substrate by rat TrxR1. Potency, µM (top dose mostly 114 µM), without a hit: at the highest dose activity change, negative = substrate turnover. 390,000 compounds, 0.01% hits. O89049. purified TrxR1 substrate turnover, NADPH consumption readout; further: potency means the concentration at half of the fitted maximal effect; on the % scale 0 is the no-effect control and ±100 the full control effect; nearly all actives have a fitted effect of over 50% in size
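Rat TrxR1, dispensed at 90 nM, was prereduced with 400 uM NADPH (final) for 5 min at ~22 deg C, then incubated with compound 15 min before 400 uM selenite. A first-read NADPH fluorescence drop versus no-compound background flagged substrates.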
mIDH1 inhibitor – human IDH1 R132H inhibition; Potency, µM (doses to about 76.6 µM), inactives show at the highest dose activity change, negative = inhibition, hits mostly inhibitors; AID 602179; O75874; IDH1-R132H enzyme, NADPH consumption, diaphorase/resazurin fluorescence; 390,000 compounds, 0.093% hits; further: potency means the concentration at half of the fitted maximal effect; on the % scale 0 is the no-effect control and ±100 the full control effect; nearly all actives have a fitted effect of over 65% in size
Target sequence (O75874 whole entry R132H, stated change not applied): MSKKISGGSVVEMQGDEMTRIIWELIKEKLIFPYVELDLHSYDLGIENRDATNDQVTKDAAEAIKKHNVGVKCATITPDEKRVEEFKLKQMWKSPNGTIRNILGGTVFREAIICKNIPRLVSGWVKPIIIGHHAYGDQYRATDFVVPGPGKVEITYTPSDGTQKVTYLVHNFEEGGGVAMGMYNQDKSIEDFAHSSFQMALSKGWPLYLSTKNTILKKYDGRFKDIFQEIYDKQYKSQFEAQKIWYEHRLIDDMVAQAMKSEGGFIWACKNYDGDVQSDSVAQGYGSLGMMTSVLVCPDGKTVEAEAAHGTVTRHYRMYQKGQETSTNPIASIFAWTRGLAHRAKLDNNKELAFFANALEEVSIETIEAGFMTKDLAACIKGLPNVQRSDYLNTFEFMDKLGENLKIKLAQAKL
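IDH1-R132H (0.5 ug/mL dispensed) in pH 7.5 Tris buffer was preincubated 30 min with compound, then given a substrate mix of 0.016 mM NADPH and 2 mM alpha-KG for 80 min at room temperature; remaining NADPH was read by diaphorase/resazurin fluorescence.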
TRHR PAM – allosterically enhances the human TRH receptor; P34981; TRHR cells, fluo-8 calcium fluorescence, EC20 TRH enhancement; enhancement, % at 2 µM; 360,000 compounds, 0.66% hits; AID 493056; in the data active means enhancement above about 30%; further: 0% is about no effect
Target sequence (P34981 whole entry, looked up): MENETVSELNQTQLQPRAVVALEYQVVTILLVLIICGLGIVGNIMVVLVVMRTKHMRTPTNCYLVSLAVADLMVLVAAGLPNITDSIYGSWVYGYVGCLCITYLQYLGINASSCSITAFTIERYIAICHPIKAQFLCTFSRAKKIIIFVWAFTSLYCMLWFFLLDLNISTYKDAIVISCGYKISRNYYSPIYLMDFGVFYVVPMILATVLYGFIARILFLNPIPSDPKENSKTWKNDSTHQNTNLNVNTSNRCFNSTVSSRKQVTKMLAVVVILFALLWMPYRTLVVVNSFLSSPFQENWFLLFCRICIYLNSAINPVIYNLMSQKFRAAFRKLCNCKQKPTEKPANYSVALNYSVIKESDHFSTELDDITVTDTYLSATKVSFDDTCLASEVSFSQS
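Enhancer read-out: after compound pinning and an initial kinetic agonist-mode read, an EC20 of TRH (10 nM final) was injected and fluo-8 calcium signal (Ex 480/Em 530) followed at 1 s/cycle for 100 cycles in TRHR-expressing cells.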
D2 agonist – agonists of human D2 dopamine receptor; HEK293 T-REx D2 cells, calcium flux agonist mode; activation, % at 2 µM; 340,000 compounds, 0.53% hits;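 active means activation over 3 SD above normal in the single-dose calcium agonist read, cut at about 30% in these data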; further: 0% is about no effect
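Tetracycline-induced HEK293 Trex cells with D2 receptor force-coupled to calcium signaling, plated overnight at 30 C and loaded with no-wash calcium dye. Calcium flux read kinetically for 180 s after compound addition; responses flag agonists.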
TRHR ag – TRH receptor (human) agonism. P34981. TRHR cells, calcium flux fluo-8, FDSS agonist mode. activation, % at 2 µM. 360,000 compounds, 0.18% hits; in the data active means activation above about 30%; further: 0% is about no effect
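TRHR-expressing cells, plated overnight in medium with 10% serum, were loaded with fluo-8 calcium dye at room temperature. After a 10 s baseline, library compound was pin-added and calcium release was recorded kinetically (ex 480/em 530) as agonist response.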
USP1 inh – USP1/UAF1 (human) deubiquitinase inhibition; recombinant USP1/UAF1, Ub-Rhodamine cleavage fluorescence; 390,000 compounds, 0.23% hits; O94782; Potency, µM (highest dose often 57.1 µM), without a hit: at the highest dose activity change, negative = inhibition, hits mostly inhibitors; further: potency means the concentration at half of the fitted maximal effect; on the % scale 0 is the no-effect control and ±100 the full control effect; nearly all actives have a fitted effect of over 60% in size; inactives centre near -12
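USP1/UAF1 complex at 1 nM was preincubated with compound for 15 min at room temperature, then Ub-Rho substrate (150nM final) was added. Fluorescence (480/540 nm) was read kinetically, 6 reads every 60 seconds.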
TrxR1 inh – blocks rat thioredoxin reductase 1; recombinant rTrxR1, NADPH fluorescence consumption, selenite substrate; O89049; AID 588453; 390,000 compounds, 1% hits; Potency, µM (series often up to 114 µM), without a hit: at the top dose activity change, negative = inhibition, hits mostly inhibitors; further: potency means the concentration at half of the fitted maximal effect; on the % scale 0 is the no-effect control and ±100 the full control effect; nearly all actives have a fitted effect of over 65% in size
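Rat TrxR1 (90 nM in the dispensed reagent) was pre-reduced with 400 uM NADPH for 5 min at room temperature, then incubated with compound for 15 min. After 400 uM selenite was added, NADPH fluorescence (Ex 340/Em 450 nm) was followed for 8 min.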
PI4K2A block – inhibitors of human PI4K2A; Q9BTU6; purified PI4K2A, ADP-Glo luminescence, 1 h; stronger effect = lower value; activity change, negative = inhibition, % at 76.9 µM; 420,000 compounds, 0.13% hits; AID 1346378; in the data active means activity change below about -50%; inconclusive means mostly about -30% to -49%;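 further: -100% = wells without enzyme as full effect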
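ADP-Glo luminescence measured ADP generated by PI4K2A enzyme (4 ug/mL before mixing) with 1.2 mM PI substrate (pre-mix) and 300 microM ATP (pre-mix). Tris pH7.5 buffer with MgCl2, Triton X-100; 1 h reaction at ambient temperature.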
Active calls of the source: *; u = inconclusive; x = no result given; [ ] = dose if it differs, or a comment. Unless noted, the call rests on the fitted dose curve; in most records, active means well fitted inhibition curve with a large enough effect; inconclusive means small, poorly fitted or top-dose-only effect; inactive means no such curve, though single readings can be large or run the other way.

1	Cc1ccc(S(=O)(=O)NCCCOC(=O)Nc2ccncc2)cc1
2	O=C1C(CSCc2ccccc2)NC(=S)N1c1ccccc1 (stereo not given)
3	Cc1ccc(CSCC(=O)NCCc2ccccc2)cc1
4	CCn1nc(C(=O)NNS(=O)(=O)c2ccc(C)cc2)c2ccccc2c1=O
5	CC(C)Nc1ccc(C(CC(N)=O)NC(=O)Cc2cccc3ccccc23)cc1[N+](=O)[O-] (stereo not given)
6	Cc1cccc(NC(=S)Nn2cnnc2)c1C
Compound | 1 | 2 | 3 | 4 | 5 | 6
TrxR1 substrate | -1% | 0% | 6% | -2% | -3% | -10%
USP1 inh | -18% | -17% | -20% | 3% | u | -9%
D2 antag | 26 | -8 | x | x | 6 | -18
PI4K2A block | -7 | -5 | -4 | -2 | 2 | 0
TRHR ag | 0.3 | -1.0 | 0.0 | x | -0.1 | -0.7
mIDH1 inhibitor | 2% | -11% | 5% | -3% | 7% | 4%
TrxR1 inh | 4%[2.29 µM] | -11% | 20% | 3% | 19% | 0%[57.1 µM]
D2 agonist | 0.5 | 0.3 | x | x | 0.9 | -1.5
TRHR PAM | 7 | 14 | -1 | x | 1 | -4

7	CCCOc1ccc(/C(O)=C2/C(=O)C(=O)N(CCN(C)C)C2c2ccco2)cc1 (stereo not given)
8	O=C(CNc1ccccc1)Nc1cccc2ccccc12
9	COc1ccc(CCC(=O)Nc2ncc(C)s2)cc1OC
10	COC(=O)Nc1ccc(S(=O)(=O)Nc2cc(OC)nc(OC)n2)cc1
11	CCO[C@H]1OC(C(=O)NCc2ccccc2)=C[C@@H](C(C)(C)C)[C@@H]1CCCO
12	N#Cc1nc(-c2ccc(OCc3ccccc3Cl)cc2)oc1NCCCn1ccnc1
Compound | 7 | 8 | 9 | 10 | 11 | 12
TrxR1 substrate | -8% | -2%[11.4 µM] | -2% | -13% | -5% | x
USP1 inh | -5% | -2% | -16% | -17% | -17% | x
D2 antag | -2 | 12 | 3 | -17 | x | 16
PI4K2A block | 3 | 2 | 4 | 3 | -4 | x
TRHR ag | -1.9 | -0.3 | 0.5 | 0.4 | x | 1.2
mIDH1 inhibitor | 3% | 3% | -13% | 4% | -4% | x
TrxR1 inh | u | 16%[2.29 µM] | 10% | -15% | 7% | x
D2 agonist | 1.4 | -0.6 | 0.5 | 0.3 | x | 0.1
TRHR PAM | -2 | -4 | 12 | 2 | x | -4

13	CCc1c(C(=O)N2CCCN(C)CC2)csc1C
14	CSCC[C@H](NC(=O)Cc1c(C)c2c(cc(C)c3c(C)c(C)oc32)oc1=O)C(=O)O
15	CC(C)OCCCNC(=O)c1ccc2c(c1)N(Cc1c(F)cccc1Cl)C(=O)c1ccccc1S2
16	CCC1N=C(SC)NC(C)=C1C(=O)c1ccccc1 (stereo not given)
17	CCOC(=O)c1ccccc1NC1c2ccccc2C(=O)N1C1CCN(C(=O)OCC)CC1 (stereo not given)
18	Cc1ccc(OCC(=O)N/N=C/c2cccn2C)cc1C
Compound | 13 | 14 | 15 | 16 | 17 | 18
TrxR1 substrate | -6% | 30%[activator] | 0% | -3% | 30%[57.1 µM] | -6%
USP1 inh | -9% | -20% | u | -22% | -13% | 0%
D2 antag | x | -9 | x | x | 4 | 11
PI4K2A block | 2 | -2 | 7 | -11 | -1 | -3
TRHR ag | 0.0 | 0.6 | 0.0 | -0.2 | 0.1 | -0.4
mIDH1 inhibitor | 4% | 9% | -10% | 6% | -18% | -1%
TrxR1 inh | -18% | 4% | 19% | 11% | 5%[57.1 µM] | -8%
D2 agonist | x | 1.2 | 0.6 | x | -1.8 | -0.4
TRHR PAM | -2 | 5 | -13 | 0 | 5 | 3

Limited to TrxR1 inh, PI4K2A block and D2 antag, for some of the entries so far:
cpd	SMILES	TrxR1 inh	PI4K2A block	D2 antag
13	CCc1c(C(=O)N2CCCN(C)CC2)csc1C	-18%	2	x
16	CCC1N=C(SC)NC(C)=C1C(=O)c1ccccc1 (stereo not given)	11%	-11	x

Remaining list, next part:
19	Cc1nc(NC(=O)CCc2ccccc2)ccc1Br
20	Cn1c2ccccc2c2c(C(=O)N3CCN(C(=O)c4ccco4)CC3)cn(C3CCCCC3)c(=O)c21
21	CC(=O)c1ccc(NC(=O)c2nc(-c3ccc(Cl)cc3)n3c2CCCCC3)cc1
22	COc1ccc(CCNC(=O)Cc2ccc(NS(=O)(=O)c3ccc(F)cc3)cc2)cc1OC
23	CC(=O)Oc1cccc(N2C(=O)C3C(C2=O)C2C=CC3C23CC3)c1 (stereo not given)
24	Cc1ccc(Cn2ccn(Cc3ccc(C)cc3)c(=O)c2=O)cc1
Compound | 19 | 20 | 21 | 22 | 23 | 24
TrxR1 substrate | 5% | 28%[57.1 µM] | -7% | -3% | 2% | 0%
USP1 inh | -11% | -8% | -20% | -9% | -15% | -9%
D2 antag | -14 | 5 | x | 4 | -1 | x
PI4K2A block | -7 | -4 | 1 | 8 | 8 | 6
TRHR ag | -0.6 | -0.9 | 0.3 | -0.7 | -0.3 | -0.3
mIDH1 inhibitor | 4% | -14% | -6% | 8% | 0% | x
TrxR1 inh | 23% | 4%[57.1 µM] | 3% | -4% | -17% | 41%[11.4 µM]
D2 agonist | 1.0 | 0.4 | 0.8 | -0.1 | -0.2 | 1.4
TRHR PAM | 13 | -5 | -19 | -3 | -4 | 1

25	CC(C)(C)c1cc(Br)ccc1OCC(=O)Nc1ncn[nH]1
26	CCc1cccc(NC(=O)Cn2c(=O)oc3cc(S(=O)(=O)N4CCOCC4)ccc32)c1
27	COc1cccc(CN(C)C(=O)COc2cccc3c2OC(C)(C)C3)c1OC
28	CCc1nnc(-n2nc(C)cc2-c2ccccc2)n1N
29	O=C(COC(=O)c1ccc(NS(=O)(=O)c2cccs2)cc1O)NCc1ccccc1
30	O=C(CCn1cccn1)N1CCCC(N2CCN(c3cccc(Cl)c3)CC2)C1 (stereo not given)
Compound | 25 | 26 | 27 | 28 | 29 | 30
TrxR1 substrate | -6% | -8% | -8% | -5% | -6%[57.1 µM] | -2%
USP1 inh | -4% | -28% | 0% | 3% | -10% | -6%
D2 antag | -6 | 2 | x | 9 | -4 | -9
PI4K2A block | 9 | -6 | 2 | -2 | -1 | 4
TRHR ag | 0.1 | -0.5 | x | 0.1 | -0.6 | 0.0
mIDH1 inhibitor | -2% | -6% | 15% | 5% | -1% | 9%
TrxR1 inh | -3% | -13% | -6% | 0%[57.1 µM] | 3%[57.1 µM] | -12%
D2 agonist | 0.3 | -1.0 | x | 1.3 | -0.6 | 16
TRHR PAM | 8 | 15 | x | -7 | 4 | 12

Single records, as listed above.
COc1cccc(CN(C)C(=O)COc2cccc3c2OC(C)(C)C3)c1OC is listed as TrxR1 substrate = -8%; USP1 inh = 0%; D2 antag = x; PI4K2A block = 2; TRHR ag = x; mIDH1 inhibitor = 15%; TrxR1 inh = -6%; D2 agonist = x; TRHR PAM = x
O=C(COC(=O)c1ccc(NS(=O)(=O)c2cccs2)cc1O)NCc1ccccc1 is listed as TrxR1 substrate = -6%[57.1 µM]; USP1 inh = -10%; D2 antag = -4; PI4K2A block = -1; TRHR ag = -0.6; mIDH1 inhibitor = -1%; TrxR1 inh = 3%[57.1 µM]; D2 agonist = -0.6; TRHR PAM = 4
CC(C)(C)c1cc(Br)ccc1OCC(=O)Nc1ncn[nH]1 is listed as TrxR1 substrate = -6%; USP1 inh = -4%; D2 antag = -6; PI4K2A block = 9; TRHR ag = 0.1; mIDH1 inhibitor = -2%; TrxR1 inh = -3%; D2 agonist = 0.3; TRHR PAM = 8

Next section.
31	COc1ccc(CCNC(=O)C(CC(C)C)N2Cc3ccccc3C2=O)c(OC)c1OC (stereo not given)
32	CCOC(=O)C1CCCN(c2c(NCC3CCCN3CC)c(=O)c2=O)C1 (stereo not given)
33	O=C(O)CN1C(=O)C(=O)N(Cc2ccc(C(F)(F)F)cc2)C1=O
34	COc1ccc(CNC(=O)Nc2ccccc2)cc1
35	Cn1cc(C(=O)NCCc2ccc(Cl)cc2)c(=O)c2cc(S(=O)(=O)N3CCCCC3)ccc21
36	CCc1nnc(NC(=O)c2ccc(S(=O)(=O)N(CC(C)C)CC(C)C)cc2)o1
Compound | 31 | 32 | 33 | 34 | 35 | 36
TrxR1 substrate | 4% | -4% | 5% | -2% | 5% | -9%
USP1 inh | 12% | 10% | -23% | -24% | -9% | -3%
D2 antag | x | 10 | 13 | -20 | x | -26
PI4K2A block | -3 | -7 | -4 | 8 | -4 | 10
TRHR ag | 0.0 | 0.3 | 0.0 | 0.8 | -0.1 | -1.0
mIDH1 inhibitor | -11% | 16% | 13% | -3% | 2% | 0%
TrxR1 inh | 15% | 8% | 21% | 22% | 10% | -5%
D2 agonist | -0.5 | 0.0 | 1.2 | -0.4 | 0.5 | -0.7
TRHR PAM | 16 | -5 | -5 | 3 | 6 | 24

37	Cc1cccc(CN2CCCC(C(=O)Nc3ccc(-c4cscn4)cc3)C2)c1 (stereo not given)
38	CC(=O)Nc1ccc(NC(=O)C(C)OC(=O)CCC2CCCCC2)cc1 (stereo not given)
39	CC(CCc1ccccc1)NC(=O)c1cccs1 (stereo not given)
40	O=S(=O)(c1ccc(F)cc1)N1CCN(Cc2ccccc2C(F)(F)F)CC1
41	Cc1noc(C)c1COC(=O)C1(c2cccc(F)c2)CCCC1
42	COc1ccc(CNC(=S)Nc2ccccc2-c2ccccc2)cc1
43	CC(C)CC(=O)Nc1ncnc2c1C(=O)CC(C)(C)C2
Compound | 37 | 38 | 39 | 40 | 41 | 42 | 43
TrxR1 substrate | -2% | -18% | 11% | -2% | -3%[57.1 µM] | x | -6%
USP1 inh | -6% | -2% | -22% | -21% | -15% | x | -10%
D2 antag | 11 | x | -8 | -17 | -9 | -3 | -8
PI4K2A block | 3 | -4 | 0 | 1 | -2 | x | 4
TRHR ag | 1.1 | 1.6 | 0.0 | -0.2 | -0.7 | -0.8 | 0.2
mIDH1 inhibitor | -2% | 2% | 5% | 2% | -4% | x | 3%
TrxR1 inh | -9% | -14% | 32% | 15% | 7%[57.1 µM] | x | 9%
D2 agonist | 0.8 | x | 0.3 | -0.8 | -0.6 | 4.1 | -0.8
TRHR PAM | 2 | 7 | -1 | -7 | -6 | -10 | 6
